High-throughput results (PubChem)
TEAD-YAP block: TEAD-YAP interaction inhibition; HEK-TIYL cells, TEAD-Gal4/YAP UAS-luciferase luminescence; inhibition, % at 9.12 µM; 640,000 tested, 1.4% active; AID 1259422; in the data active = inhibition above about 32%;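 also: 0% = median of test compound wells and 100% = reference inhibitor wells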
MITF inh: human MITF inhibition, primary screen. O75030. AlphaScreen MITF homodimerization, bead proximity signal. inhibition, % at 2.6 µM. 650,000 tested, 0.91% active; in the data active = inhibition above about 50%;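 also: 0% = vehicle wells with protein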
Target sequence (O75030 whole entry, looked up): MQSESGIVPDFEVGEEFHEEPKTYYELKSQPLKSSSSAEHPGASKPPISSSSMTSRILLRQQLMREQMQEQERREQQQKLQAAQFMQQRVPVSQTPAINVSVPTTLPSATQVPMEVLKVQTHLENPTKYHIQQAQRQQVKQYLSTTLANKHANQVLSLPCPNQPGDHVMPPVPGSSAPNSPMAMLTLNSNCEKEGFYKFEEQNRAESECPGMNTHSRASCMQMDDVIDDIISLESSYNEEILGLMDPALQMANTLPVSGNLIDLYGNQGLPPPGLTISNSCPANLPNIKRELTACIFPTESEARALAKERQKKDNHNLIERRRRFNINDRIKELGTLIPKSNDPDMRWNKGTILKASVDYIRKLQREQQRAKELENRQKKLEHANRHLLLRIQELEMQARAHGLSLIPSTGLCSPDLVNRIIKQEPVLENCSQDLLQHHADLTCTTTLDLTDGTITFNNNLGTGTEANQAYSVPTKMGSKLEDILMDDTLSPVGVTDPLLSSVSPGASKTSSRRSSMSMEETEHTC
FBW7 activator: activators of human E3 ligase FBW7; 650,000 tested, 0.13% active; normalized activity (activation), % at 26.1 µM; AlphaScreen FBW7–phospho-cyclin E peptide binding, activator screen; AID 1259310; in the data active = normalized activity above about 1.9%;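 also: purified mutant Fbw7 with reduced substrate affinity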
GPR151 activ: human GPR151 activation. Q8TDV0. PathHunter beta-arrestin GPR151 cells, luminescence. activation, % at 11.2 µM. 650,000 tested, 1% active. AID 1508602; in the data active = activation above about 4.9%;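 also: 0% = median of compound wells and 100% = cells with positive control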
Target sequence (Q8TDV0 whole entry, looked up): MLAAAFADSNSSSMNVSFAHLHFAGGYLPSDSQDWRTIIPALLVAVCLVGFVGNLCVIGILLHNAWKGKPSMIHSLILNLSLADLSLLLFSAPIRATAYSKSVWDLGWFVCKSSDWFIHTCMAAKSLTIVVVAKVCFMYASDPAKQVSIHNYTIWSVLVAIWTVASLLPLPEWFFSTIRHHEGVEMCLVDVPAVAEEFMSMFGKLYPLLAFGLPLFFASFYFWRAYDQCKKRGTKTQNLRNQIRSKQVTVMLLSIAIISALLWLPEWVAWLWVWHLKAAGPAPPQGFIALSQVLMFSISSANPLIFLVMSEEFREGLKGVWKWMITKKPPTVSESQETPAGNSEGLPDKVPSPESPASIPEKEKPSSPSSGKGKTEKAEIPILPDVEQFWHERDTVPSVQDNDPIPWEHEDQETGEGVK
An asterisk follows results filed as active; & = joins results of further samples.

The opening 21 records (preview)
SMILES	TEAD-YAP block	MITF inh	FBW7 activator	GPR151 activ
C=CCNS(=O)(=O)c1ccc(F)c(C(=O)Nc2ccc(F)cc2)c1	3	6	0.0	-1.3
COC(=O)c1cc(NC(=O)c2ccc(-c3cc(Cl)ccc3Cl)o2)cc(C(=O)OC)c1	-4	-9	-0.1	-1.4
COc1ccc(C2C(C(=O)NCc3ccco3)c3ccccc3C(=O)N2C2CCCCC2)cc1 (stereo not given)	-1	19	0.2	-1.9
Cc1cccc(-c2nsc(SCC(=O)Nc3ccc4c(c3)OCCO4)n2)c1	11	5	0.1	-0.1
CCCn1cc(SC(C)C(=O)Nc2sc3c(c2C(=O)OCC)CCCC3)c2ccccc21 (stereo not given)	-5	7	-0.1	-0.7
CCOC(=O)c1c(NC(=O)C(C)Sc2nnc(CNC(=O)c3ccc(OC)c(OC)c3)n2-c2cccc(C)c2)sc2c1CCC2 (stereo not given)	8	-1	0.1	1.9
COc1cc(OC)cc(-c2nc(Cc3ccc(Cl)cc3)no2)c1	4	-8	0.0	0.2
CN1CCc2ccccc2Cc2[nH]c3ccccc3c2CC1	-7	9&4	-0.1&-0.2	-1.2&0.9
CC(=O)C1=C(C)NC(C)=C(C(C)=O)C1c1ccc(-c2ccccc2[N+](=O)[O-])o1	-8	-12	-0.1	-0.3
COCCCN1C(=Nc2cccnc2)SCC1(O)c1ccccc1 (stereo not given)	-12	4	-0.3	0.5
COC(=O)c1sc(NC(=O)c2ccc(F)cc2)c(C#N)c1C	7	5	0.1	1.0
Cc1ccc(OC(C)C(=O)Nc2ccccc2C(N)=O)cc1 (stereo not given)	-10	8	0.0	-0.3
CSc1nc(-c2ccc([N+](=O)[O-])cc2)nc2c1c(=O)n(C)c(=O)n2C	-8	11	0.2	-0.1
CC[C@H](Cn1nc(-c2ccc(F)c(F)c2)ccc1=O)NC(=O)c1ccc2c(c1)OCCO2	-1	-5	-0.1	-0.1
Cn1c(=O)oc2cc(S(=O)(=O)NCc3cccs3)ccc21	-10	-3	0.3	0.0
CCOC(=O)c1c(-c2ccc(Cl)cc2)csc1NC(=O)C1COc2ccccc2O1 (stereo not given)	4	-5	-0.3	1.7
COC(=O)C1=C(C(=O)OC)SC(=C2C(=S)C(C)(C)N(C(=O)c3cccc(F)c3)c3cc(C)c(C)cc32)S1	2	3	1.4	-0.6
O=C(CSc1ccc(Cl)cc1)N1CCCCCC1	-51	-10	0.0	0.5
CCOc1ccc(NC(=O)CCc2ccc(C)o2)cc1	-3	17	-0.2	-0.5
CCC(C)C(=O)N1c2cc(C)c(C)cc2-c2c(ssc2=S)C1(C)C (stereo not given)	8	14	0.1	1.5
COc1cccc(C(=O)Oc2ccc3c(C)cc(=O)oc3c2C(C)=O)c1	7	0	-0.1	-0.2

Main list, previewed entries included:
SMILES	TEAD-YAP block	MITF inh	FBW7 activator	GPR151 activ
C=CCNS(=O)(=O)c1ccc(F)c(C(=O)Nc2ccc(F)cc2)c1	3	6	0.0	-1.3
COC(=O)c1cc(NC(=O)c2ccc(-c3cc(Cl)ccc3Cl)o2)cc(C(=O)OC)c1	-4	-9	-0.1	-1.4
COc1ccc(C2C(C(=O)NCc3ccco3)c3ccccc3C(=O)N2C2CCCCC2)cc1 (stereo not given)	-1	19	0.2	-1.9
Cc1cccc(-c2nsc(SCC(=O)Nc3ccc4c(c3)OCCO4)n2)c1	11	5	0.1	-0.1
CCCn1cc(SC(C)C(=O)Nc2sc3c(c2C(=O)OCC)CCCC3)c2ccccc21 (stereo not given)	-5	7	-0.1	-0.7
CCOC(=O)c1c(NC(=O)C(C)Sc2nnc(CNC(=O)c3ccc(OC)c(OC)c3)n2-c2cccc(C)c2)sc2c1CCC2 (stereo not given)	8	-1	0.1	1.9
COc1cc(OC)cc(-c2nc(Cc3ccc(Cl)cc3)no2)c1	4	-8	0.0	0.2
CN1CCc2ccccc2Cc2[nH]c3ccccc3c2CC1	-7	9&4	-0.1&-0.2	-1.2&0.9
CC(=O)C1=C(C)NC(C)=C(C(C)=O)C1c1ccc(-c2ccccc2[N+](=O)[O-])o1	-8	-12	-0.1	-0.3
COCCCN1C(=Nc2cccnc2)SCC1(O)c1ccccc1 (stereo not given)	-12	4	-0.3	0.5
COC(=O)c1sc(NC(=O)c2ccc(F)cc2)c(C#N)c1C	7	5	0.1	1.0
Cc1ccc(OC(C)C(=O)Nc2ccccc2C(N)=O)cc1 (stereo not given)	-10	8	0.0	-0.3
CSc1nc(-c2ccc([N+](=O)[O-])cc2)nc2c1c(=O)n(C)c(=O)n2C	-8	11	0.2	-0.1
CC[C@H](Cn1nc(-c2ccc(F)c(F)c2)ccc1=O)NC(=O)c1ccc2c(c1)OCCO2	-1	-5	-0.1	-0.1
Cn1c(=O)oc2cc(S(=O)(=O)NCc3cccs3)ccc21	-10	-3	0.3	0.0
CCOC(=O)c1c(-c2ccc(Cl)cc2)csc1NC(=O)C1COc2ccccc2O1 (stereo not given)	4	-5	-0.3	1.7
COC(=O)C1=C(C(=O)OC)SC(=C2C(=S)C(C)(C)N(C(=O)c3cccc(F)c3)c3cc(C)c(C)cc32)S1	2	3	1.4	-0.6
O=C(CSc1ccc(Cl)cc1)N1CCCCCC1	-51	-10	0.0	0.5
CCOc1ccc(NC(=O)CCc2ccc(C)o2)cc1	-3	17	-0.2	-0.5
CCC(C)C(=O)N1c2cc(C)c(C)cc2-c2c(ssc2=S)C1(C)C (stereo not given)	8	14	0.1	1.5
COc1cccc(C(=O)Oc2ccc3c(C)cc(=O)oc3c2C(C)=O)c1	7	0	-0.1	-0.2
C/C(CC(=O)NCc1ccco1)=N\NC(N)=S	-2	-2	-0.5	-1.8
COc1cccc(N2CCN(C(=O)c3[nH]c(C)c(C(C)=O)c3C)CC2)c1	40*	2	-0.3	1.9
CC(=O)N(c1cc(Cl)cc(Cl)c1)c1nc(C)cc(C)n1	14	10	0.0	-1.5
O=C1NC(c2ccc([N+](=O)[O-])o2)C(C(=O)c2ccccc2)C(O)(C(F)(F)F)N1 (stereo not given)	3	11	0.1	-1.5

(next part)
SMILES	TEAD-YAP block	MITF inh	FBW7 activator	GPR151 activ
N=c1ccc([N+](=O)[O-])cn1CC(=O)c1cccc([N+](=O)[O-])c1	-10	2	0.2	0.9
C/C(=C\c1ccccc1)CN1CCOc2ccc(C(C)(O)CN(C)C)cc2C1 (stereo not given)	0	7	-0.2	4.3
O=C(O)Cn1ncc2c3ccccc3n(Cc3cccc(Cl)c3)c2c1=O	-10	5	0.1	-1.2
O=C(COc1ccccc1)N1CCCC(c2nnc(-c3cccs3)o2)C1 (stereo not given)	1	2	-0.2	1.8
CC(=O)c1cccc(-c2nc3ncnc(NCc4cccc(C(F)(F)F)c4)c3[nH]2)c1	-11	4	-0.1	1.2
NS(=O)(=O)c1ccc(Cc2ccc([N+](=O)[O-])cc2)cc1	-4	-12	-0.2	-1.7
O=C(c1ccccc1)C1C(=O)c2ccccc2C1=O	5	10	-0.3	0.1
COCCCNC(=O)CCS(=O)(=O)Cc1ccccc1F	2	5	0.3	-0.7
COc1ccc(NC(=O)COc2ccc(/C=N/NC(=S)NC(C)C)cc2OC)cc1	33*	6	0.0	-0.6
COC(=O)/C(=C(/O)CSc1ccccc1)c1nc2ccccc2[nH]1	-10	9	0.1	-0.1
Cc1ccc2c(c1)N(CC(=O)NC1CCC(C)CC1)C(=O)c1cccnc1O2 (stereo not given)	10	-4	0.2	1.0
CCN(CC)C(=O)C1CCCN(c2nc3ccc(C(=O)NCc4cccnc4)cc3s2)C1 (stereo not given)	-12	5	-0.3	1.1
CCOc1ccc(N2C(=O)CC(Sc3nc4c(cc3C#N)CCCC4)C2=O)cc1 (stereo not given)	-6	5	-0.1	-0.7
CCn1cc(C(=O)NC2CCCCCC2)c(=O)c2cc(S(=O)(=O)N3CCCC3)ccc21	-14	2	-0.1	0.4
CCOc1ccc(C2Oc3c(OCC)cccc3C3CC(c4ccco4)=NN32)cc1 (stereo not given)	-47	4	-0.1	-1.2
CCOc1ccccc1NC(=O)C1=C(C)NC(=O)NC1c1ccccc1Cl (stereo not given)	2	2	-0.1	-0.1
Cc1ccc(CN2C(=O)CN(CC(=O)NC3CCCCCCC3)C(=O)C2c2ccccc2F)cc1 (stereo not given)	2	6	0.1	0.2
COC(=O)c1ccc(COc2ccc(Cl)cc2)cc1	-66	-6	0.2	0.6
O=C(CCc1c[nH]c2ccccc12)Nc1cccnc1	1	-6	-0.1	-2.3
Cc1ccc(NC(=O)c2cc3nc(C)cc(C)n3n2)cc1	-61	-1	-0.1	2.6
O=C1CCC(C(=O)N2CCc3ccccc32)=NN1	7	6	0.3	-0.3
COc1ccc(/C=C/C(=O)c2c(O)cc(C)oc2=O)c(OC)c1	-2	-1	0.0	-0.1
O=C(Nc1ccccc1)c1csc(Nc2ccc(N3CCOCC3)cc2)n1	-7	26	0.1	-1.0
CN(C)c1ccc(NC(=O)c2cc3sc4ccccc4c3s2)cc1	-2	10	0.0	1.2
CC(C)n1c(Nc2cccc(N(C)C)c2)nc2c(NCCOc3ccccc3)ncnc21	-56	12	-0.1	3.5

The list goes on:
SMILES	TEAD-YAP block	MITF inh	FBW7 activator	GPR151 activ
CCCCOC(=O)C1=C(C)NC(=O)NC1c1ccc(Br)cc1 (stereo not given)	21	6	0.0	2.3
C=CCOc1ccc(C2/C(=C(/O)c3ccc(OCC)cc3C)C(=O)C(=O)N2Cc2cccnc2)cc1 (stereo not given)	3	23	0.3	1.2
CCS(=O)(=O)Nc1cccc([N+](=O)[O-])c1	5	3	0.0	0.5
Cc1cc(=O)n(C)c(=O)n1CCCCCOc1ccc([N+](=O)[O-])cc1	6	-2	-0.2	1.3
CC(C)C[C@@H]1NC(=O)[C@@H]2C[C@H](NCc3cn(C)nc3-c3ccccc3)CN2C1=O	0	-4	0.0	2.5
O=C(O)c1cc(N/N=C/c2cccs2)ccc1Cl	-65	13	0.2	-2.3
C[C@@H]1NC(=O)[C@H]2CN(C(=O)Oc3ccccc3)CCN2C1=O	-4	-2	0.2	-0.6
COC(=O)CN(c1ccc(Br)cc1)S(C)(=O)=O	2	-6	0.0	-0.9
Cc1cc(C)c2c3c(sc2n1)C(=O)N(c1ccccc1C)CC(=O)N3	-5	0	0.1	-1.7
CCOc1cc(C2C(C(=O)OC)=C(C)NC3=C2C(=O)CC(c2ccccc2)C3)cc(Br)c1O (stereo not given)	5	10	0.2	0.7
COc1ccc(-c2cccc(C(=O)Nc3ccc(N4CCOCC4)cc3)c2)cc1	-1	2	-0.1	-1.9
CCN1c2ccc([N+](=O)[O-])cc2N(CC)C1(C)c1ccccc1 (stereo not given)	-7	45	-0.3	-1.6
Fc1ccc(N=c2scc(-c3ccc(Cl)cc3)n2Cc2ccc3c(c2)OCO3)cc1	18	2	0.0	1.4
COc1ccc(CCN=CC2=C(O)CCCC2=O)cc1OC	-4	4	0.1	-0.2
COc1ccc(N2CCN(c3ccc(N4C(=O)CC(C)C4=O)cc3[N+](=O)[O-])CC2)cc1 (stereo not given)	-10	4	-0.3	0.2
Cc1cc(NC(=O)C2CC2)ncc1NC(=O)c1ccccn1	-44	8	-0.2	-1.1
CCc1ccccc1N(CC(=O)Nc1ccc(OC)c(Cl)c1)S(C)(=O)=O	-5	15	0.3	-0.5
O=C(O)CCCCCN1C(=O)C(=O)/C(=C(\O)c2ccc([N+](=O)[O-])cc2)C1c1ccc2c(c1)OCO2 (stereo not given)	-3	10	-0.2	-0.8
CC(CCc1ccccc1)NC(=O)CN1C(=O)c2ccc([N+](=O)[O-])cc2C1=O (stereo not given)	-40	-10	0.0	0.8
CCc1cc2c(SCC(=O)c3ccc(Cl)s3)ncnc2s1	10	8	0.0	-0.8
CC(C)N(CCNc1nc(NC2CCN(Cc3ccccc3)CC2)nc2c1ncn2C1CCCCC1)C(C)C	5	58*	0.0	-2.4
CCOC(=O)CN(C)C(=O)C1CC(Cc2ccc(OC)cc2)=NO1 (stereo not given)	-4	1	-0.2	1.0
CCCOc1ccc(N2C(=O)CC(N3CCSC3c3ccc(Br)cc3)C2=O)cc1 (stereo not given)	-35	1	1.0	-2.2
O=C(COC(=O)c1cccs1)NC1CCCCC1	-5	-9	0.0	0.9
CN1CCc2c(sc3[nH]c(=O)c4c(=S)nc(-c5ccco5)[nH]c4c23)C1	13	-5	-0.3	-1.2
CCOCCCNC(=O)c1cccc(-n2c(=S)[nH]c3cc(Cl)ccc3c2=O)c1	-3	-2	-0.1	1.1
CCc1ccc(-c2cn(-c3ccc(Cl)cc3)c(=S)[nH]2)cc1	2	14	0.0	0.0

Whole records from above. Values in the order: TEAD-YAP block	MITF inh	FBW7 activator	GPR151 activ
Listed for Cc1cc(=O)n(C)c(=O)n1CCCCCOc1ccc([N+](=O)[O-])cc1 → 6	-2	-0.2	1.3
Listed for O=C(O)c1cc(N/N=C/c2cccs2)ccc1Cl → -65	13	0.2	-2.3
Listed for COc1ccc(N2CCN(c3ccc(N4C(=O)CC(C)C4=O)cc3[N+](=O)[O-])CC2)cc1 (stereo not given) → -10	4	-0.3	0.2
